Fam108B inh – blocks mouse Fam108B hydrolase in RBBP9 counter-screen; recombinant Fam108B, FP-Rh probe fluorescence polarization; inhibition, % at 9.51 µM; 300,000 tested, 0.33% active;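 active = inhibition above the screen mean inhibition plus 3 SD, computed separately per campaign, cut at about 18% in these data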;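 note: inhibitors lower polarization as less probe binds the enzyme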
PAD4 FP inh – blocks human protein arginine deiminase 4. 330,000 tested, 0.41% active. Q9UM07. recombinant PAD4, RCA probe fluorescence polarization. inhibition, % at 6.36 µM. AID 485272;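 active = percent inhibition above a cutoff equal to the mean of all tested compounds plus 3 SD, cut at about 15% in these data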;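 note: 0% = PAD4 with RCA probe and DMSO and 100% = probe without PAD4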
GSTO1 counter – blocks human GSTO1 in RBBP9 counter-screen | P78417 | recombinant GSTO1, activity-based probe fluorescence polarization | inhibition, % at 5.96 µM | 300,000 tested, 1.1% active;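 active = inhibition above the campaign mean inhibition plus 3 SD, cut at about 35% in these data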;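 note: 0% = GSTO1-1 with DMSO and 100% = wells lacking GSTO1-1 enzyme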
Target sequence (P78417 whole entry, looked up): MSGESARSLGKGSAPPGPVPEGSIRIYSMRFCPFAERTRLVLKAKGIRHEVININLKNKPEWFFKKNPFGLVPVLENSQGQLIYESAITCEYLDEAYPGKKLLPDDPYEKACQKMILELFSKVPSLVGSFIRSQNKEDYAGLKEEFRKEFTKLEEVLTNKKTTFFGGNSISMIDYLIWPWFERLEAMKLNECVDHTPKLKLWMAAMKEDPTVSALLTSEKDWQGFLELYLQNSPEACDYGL
MCL1-BIM inh – inhibitors of human MCL1 binding to BIM-BH3 peptide; Q07820; inhibition, % at 10.9 µM; AID 2057; 320,000 tested, 0.68% active; GST-MCL1 / FITC-Bim-BH3 fluorescence polarization;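 active = inhibition above the mean inhibition of all tested compounds plus 3 SD, set per campaign, cut at about 40% in these data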;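 note: 0% = DMSO wells and 100% = unlabeled Bim-BH3 peptide control; higher means more loss of mP so more displacement of Bim peptide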
Target sequence (Q07820 whole entry, looked up): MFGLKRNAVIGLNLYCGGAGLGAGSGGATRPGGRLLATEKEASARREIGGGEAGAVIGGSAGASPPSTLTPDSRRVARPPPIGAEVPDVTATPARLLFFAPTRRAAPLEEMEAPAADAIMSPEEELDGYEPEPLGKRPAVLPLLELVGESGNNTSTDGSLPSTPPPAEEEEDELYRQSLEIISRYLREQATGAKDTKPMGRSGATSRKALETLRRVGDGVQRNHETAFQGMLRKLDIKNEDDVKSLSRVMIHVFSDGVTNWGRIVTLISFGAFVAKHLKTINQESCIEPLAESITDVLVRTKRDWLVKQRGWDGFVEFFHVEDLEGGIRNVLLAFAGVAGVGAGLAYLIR
GLD-1 TGE inh – GLD-1-TGE RNA interaction inhibition (C. elegans). inhibition, % at 5.96 µM. purified GLD-1 + fluorescein TGE RNA, fluorescence polarization. AID 2280. Q17339. 320,000 tested, 0.44% active;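 active = percent inhibition above a per-plate cutoff, the plate mean of test compounds plus 3 SD, cut at about 30% in these data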;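 note: 0% = DMSO wells with GLD-1 and probe and 100% = wells lacking GLD-1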
Target sequence (Q17339 whole entry, looked up): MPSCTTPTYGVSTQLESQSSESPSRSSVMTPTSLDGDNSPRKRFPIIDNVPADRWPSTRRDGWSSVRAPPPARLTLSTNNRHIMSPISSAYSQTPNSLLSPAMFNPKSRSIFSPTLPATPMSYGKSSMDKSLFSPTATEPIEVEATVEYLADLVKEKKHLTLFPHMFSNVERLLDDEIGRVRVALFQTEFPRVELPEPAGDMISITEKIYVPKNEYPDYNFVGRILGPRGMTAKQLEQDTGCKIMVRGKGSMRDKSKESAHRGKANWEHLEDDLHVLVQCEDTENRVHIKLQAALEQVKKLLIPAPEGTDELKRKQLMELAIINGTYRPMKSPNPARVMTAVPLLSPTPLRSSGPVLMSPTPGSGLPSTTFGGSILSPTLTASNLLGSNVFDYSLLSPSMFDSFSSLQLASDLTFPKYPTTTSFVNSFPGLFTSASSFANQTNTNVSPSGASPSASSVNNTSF
MEX-5 binding – C. elegans MEX-5 TCR-2 RNA binding activity; Q9XUB2; MEX-5/FITC-TCR2 RNA binding, fluorescence polarization; hits give low values; activity score (negative = inhibition of binding), % at 10 µM; 300,000 tested, 0.38% active;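 active = inhibition past about -25% in most replicates, and total fluorescence under double the plate's negative control median, limit read from the data; inconclusive = replicates evenly split on the limit, or fluorescence at least double controls; inactive = too little inhibition in most replicates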;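 note: 0% = DMSO and -100% = 5 µM competing unlabeled TCR2 RNA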
PME-1 inh – blocks human protein phosphatase methylesterase 1 | inhibition, % at 5.9 µM | recombinant PME-1, FP-Rh probe fluorescence polarization | 320,000 tested, 0.53% active;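 active = inhibition above the campaign mean of all compounds plus 3 SD, cut at about 26% in these data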;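 note: competitive labeling of PME-1 active site by serine hydrolase directed probe; 0% = PME-1 with DMSO and 100% = wells lacking PME-1 enzyme; inhibitors block probe labeling so polarization falls and inhibition rises; many of its hits are not listed in these tables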
Bcl-xL primary – blocks human Bcl-xL binding to Bim BH3 peptide; GST-Bcl-xL / FITC-Bim BH3 peptide fluorescence polarization; inhibition, % at 10.9 µM; 320,000 tested, 0.7% active;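 active = inhibition above the mean of all tested compounds plus 3 SD, cutoff set per campaign, cut at about 30% in these data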;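 note: 0% = DMSO wells and 100% = unlabeled Bim-BH3 peptide competitor; inhibitors lower millipolarization by displacing the labeled peptide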
TPT1 inh – C. albicans TPT1 enzyme inhibition | inhibition, % at 5 µM | recombinant caTPT1, FP RNA substrate dephosphorylation | 300,000 tested, 0.81% active;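 active = inhibition above the mean of all tested compounds plus 3 SD, set per screening campaign, cut at about 24% in these data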;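 note: plate controls were DMSO alone for no effect and ferristatin control at 100 nM for full effect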
Active calls of the source: *; ? = inconclusive; nt = no result given. Only part of the results is shown; the hit share may differ from the screen's.

SMILES	Fam108B inh	PAD4 FP inh	GSTO1 counter	MCL1-BIM inh	GLD-1 TGE inh	MEX-5 binding	PME-1 inh	Bcl-xL primary	TPT1 inh
CCn1c(-c2nn(-c3ccc(C)cc3)ccc2=O)n[nH]c1=S	-3	3	4	-7	4	-2.8	-5	-12	-2
COc1ccc(NC(=O)CSc2nc(=O)n(CCN3CCOCC3)c3c2CCC3)cc1	-3	0	-2	9	-3	-0.5	8	5	-1
COc1ccc(NC(=O)Cn2c(=O)cnc3ccccc32)cc1S(=O)(=O)N1CCCCC1	6	-2	-4	5	2	-0.7	4	-3	-1
O=CN/N=C/c1c(O)ccc2ccccc12	-6	-3	15	-1	5	?	-1	0	3
COc1cccc(NC(=O)Nc2nccc(C)n2)c1	0	-1	-2	2	-3	-5.3	7	4	-1
O=C(N/N=C/c1cccnc1)c1ccc([N+](=O)[O-])cc1	-1	0	-3	2	0	-0.1	-6	2	-3
COc1ccc(/C=N/NS(C)(=O)=O)c(OC)c1	1	-2	0	1	-1	0.1	-1	4	-2
COc1ccccc1N1CCN(C(=O)c2cccc(N3C(=O)C4C5C=CC(C5)C4C3=O)c2)CC1 (configuration not stated)	1	1	-4	3	0	-1.0	-3	5	-1
Cc1ccc(C)c(NC(=O)CN(C)C(=O)CSCc2c(C)noc2C)c1	2	-1	4	-14	4	1.2	0	-16	2
Cc1cccc(C(CC(=O)NCCc2ccccc2)c2ccccc2)c1O (configuration not stated)	-2	-5	-9	-11	-2	-0.1	-6	-15	4
COc1cccc(C(=O)OCn2nnc3ccccc3c2=O)c1OC	-3	-4	2	3	1	0.4	-2	3	1
O=C(Nc1ccc(OC(F)F)c(Cl)c1)[C@@H]1CCCN1C(=O)c1cccs1	1	2	-3	-1	9	-3.7	-3	3	0
COc1ccc(NC(=O)NC2CCN(C(C)C)CC2)c(OC)c1	7	-1	3	0	3	-0.1	3	-1	2
CCOC(=O)c1[nH]c(=O)[nH]c1CNc1ccccc1C#N	-3	-3	5	8	-5	-1.0	2	5	-3
COc1ccc(NC(=O)COC(=O)COc2ccc(Br)cc2)cc1	-3	-7	9	8	-3	-2.4	2	4	0
Fc1cccc(CSc2ccc(-c3ccco3)nn2)c1	1	-3	1	19	7	0.7	-2	12	-3
CCNc1ccc([N+](=O)[O-])cc1	1	-1	7	0	3	0.4	3	2	2
Cc1ccccc1N(CC(=O)NCc1ccco1)C(=O)CCC(=O)Nc1nccs1	2	-4	1	1	2	-0.9	4	-5	-4
COC(=O)[C@H](Cc1ccccc1)NC(=O)NCCc1ccccc1F	0	4	-2	3	0	1.6	0	0	-1
OCCNc1nc(N2CCN(c3ccccc3)CC2)nc2ccccc12	1	1	-2	-2	-6	-1.3	0	1	-1
CC1CCCC(C)N1CCCNC(=O)c1ccc2nc(N3CCCCC3)sc2c1 (configuration not stated)	2	-2	0	2	6	-1.5	-4	0	1
COc1ccc([C@H]2CC(=O)C=C(/C=C/c3ccc(C(F)(F)F)cc3)C2)cc1	nt	1	nt	-6	-4	nt	1	0	nt
COc1ccc(N(C)S(=O)(=O)c2c(C)noc2C)c(OC)c1	-3	-1	5	-1	4	0.3	-7	2	-2
CC(C)CNC(=O)c1cc(-c2ccc(Br)cc2)on1	-3	-2	-3	-2	8	0.9	0	1	-1
CC(C)(C)n1nnnc1CN(Cc1cccnc1)Cc1ccccc1Cl	2	0	0	2	-2	0.8	1	5	-4

(list continues)
SMILES	Fam108B inh	PAD4 FP inh	GSTO1 counter	MCL1-BIM inh	GLD-1 TGE inh	MEX-5 binding	PME-1 inh	Bcl-xL primary	TPT1 inh
CCc1c(C)nc2nc(NC(C)=O)[nH]n2c1=O	3	0	4	2	3	3.6	7	3	-4
Cn1cc(S(=O)(=O)c2ccccc2)c(=O)c2cc(Cl)ccc21	-5	0	4	-5	11	-0.6	2	-1	0
O=C(NCc1ccc(S(=O)(=O)NC2CCCCC2)s1)c1ccccc1	2	0	3	2	-2	0.7	11	7	-3
O=C(c1ccco1)N1N=C(c2ccccc2)CC1c1ccc2nccnc2c1 (configuration not stated)	-1	0	-8	2	0	-3.4	2	3	2
Cc1cccc(CN2C(=O)N/C(=C/c3ccc(C)s3)C2=O)c1	1	-2	2	-74	-81	-29*	-10	-56	98*
Cc1cc(NC(=O)CCC(=O)N(CCC(C)C)C(C(=O)NCC2CCCO2)c2ccccc2C)no1 (configuration not stated)	2	-5	-1	2	-2	1.7	3	1	-1
CC1(C)CC(=O)C2=C(C1)N(c1cccnc1)C(N)=C(C#N)C2c1cccs1 (configuration not stated)	-3	-11	-3	3	0	-7.5	-5	11	1
COc1ccccc1C(=O)NC(=O)COC(=O)c1ccco1	4	2	0	-5	-8	-2.0	-1	-7	0
COc1ccc(S(=O)(=O)NC(C)C(=O)NCCN2CCOCC2)cc1Cl (configuration not stated)	0	1	4	-2	2	-1.7	-2	2	0
O=C(NCc1ccc(OC(F)(F)F)cc1)C12CN(Cc3ccccc3)CC1C(c1cccc([N+](=O)[O-])c1)=NO2 (configuration not stated)	-2	0	-2	1	7	1.6	-3	5	-1
COc1ccc(CCNC(=O)C2CCN(C(=O)NC3CCCCC3)CC2)cc1	-1	1	2	4	7	1.2	2	3	-2
CC(=O)c1ccc(Nc2c([N+](=O)[O-])ccc3nonc23)cc1	-2	-1	17	13	-5	-3.2	1	4	-2
Cc1nc2c(-c3ccc(F)cc3)cnn2c(N)c1-c1ccc(F)cc1	1	-1	2	-2	7	3.6	13	3	-2
CCOc1ccccc1NS(=O)(=O)c1c(C)noc1C	-1	-4	-8	-2	3	0.4	-5	5	-1
CCCCn1c(=S)[nH]c2ncccc2c1=O	2	0	9	5	-10	-1.6	-6	13	-4
O=C(COC(=O)c1c[nH]c2ccccc12)NC1CCCC1	nt	1	nt	1	3	nt	0	-2	nt
O=C(c1cccc([N+](=O)[O-])c1)N1CCN(Cc2ccccc2)CC1	-3	-4	-4	7	5	0.0	-5	2	-2
Cc1cc(C)c(S(=O)(=O)c2ccccc2)c(N(C)C)n1	0	-3	-5	13	3	-1.6	5	4	-2
COc1cc2c3nnc(-c4ccc(F)cc4)c-3cn(Cc3ccc(F)cc3)c2cc1OC	-2	-12	-4	58*	-11	?	2	72*	11
COc1ccc(NC(=O)CSCc2cc(=O)n3c(C)csc3n2)cc1	1	-1	11	4	5	-0.1	2	7	-3
O=c1cc[nH]c2cccc(Cc3ccccc3)c12	0	-1	0	-1	3	-0.8	0	-4	3
CC(=O)Nc1nc(COc2ccccc2)cs1	-4	6	4	5	3	-0.5	-1	1	0
COC(=O)c1c(NC(=O)CC2Nc3cc(C)c(C)cc3NC2=O)sc(C)c1C (configuration not stated)	3	-5	2	-9	-10	1.3	6	2	12
Cc1cccn2c(CNCC3OCCc4ccccc43)c(C(=O)N3CCCCC3)nc12 (configuration not stated)	-2	-4	5	1	3	1.6	0	-2	3
O=C(Cc1c(O)c2ccccc2[nH]c1=O)OC1CCCCC1	-8	0	-3	2	1	-1.1	-3	3	1

Continuation:
SMILES	Fam108B inh	PAD4 FP inh	GSTO1 counter	MCL1-BIM inh	GLD-1 TGE inh	MEX-5 binding	PME-1 inh	Bcl-xL primary	TPT1 inh
Cc1nc2nc(-c3cccs3)cn2nc1C	3	6	1	113*	72*	-11	3	106*	-59
COc1ccc2nc(SC)cc(C)c2c1	2	-1	0	1	3	0.0	-6	3	-2
CCCn1c(N)c(C(=O)CSc2nnc(C3CC3)n2-c2ccccc2)c(=O)[nH]c1=O	nt	-5	nt	6	5	nt	-1	-1	nt
COC(=O)c1ccccc1NC(=O)CSc1nc(C)cc(C)n1	-3	-3	7	4	-2	2.5	1	1	-2
O=C(CSc1nnc(NC2CCCCC2)s1)N1CCOCC1	nt	3	nt	-20	5	nt	-3	-7	nt
CCc1cc(OCCCCNCc2ccccc2)ccc1Cl	4	-10	2	3	-1	-0.3	-8	1	-2
Cc1ccccc1S(=O)(=O)Cc1ccc(C(=O)N2CCN(c3ccccc3F)CC2)o1	-3	-3	7	1	-8	0.2	-8	4	0
CCCCC(=O)OCC(=O)c1[nH]c(C)c(C(=O)OCC)c1C	2	-1	9	-1	7	-1.1	-4	-4	-3
O=C(NCCO)/C(=C/c1ccc2c(c1)OCO2)NC(=O)c1ccc(Br)cc1	-8	0	6	4	8	4.9	0	0	1
O=c1c(S(=O)(=O)c2ccc(Cl)cc2)cn(Cc2cccc(F)c2)c2ccc(F)cc12	-1	-3	-13	5	-1	-0.9	-2	0	1
Cc1ccc2c(c1)NC(=O)C(CC(=O)NCCCN1CCN(c3cc(Cl)ccc3C)CC1)O2 (configuration not stated)	0	0	-3	13	5	-1.5	11	3	1
Cc1ccc(Oc2ccc(NC(=O)CCC(=O)OCC(=O)c3cccs3)cc2)cc1C	0	-4	6	-1	1	-0.4	11	6	0
CC1(C)NC(=O)N(c2ccccc2Cl)C1(C)NO (configuration not stated)	2	2	1	2	6	-2.1	-4	5	3
CN(CC(=O)N1CCN(c2cccc(Cl)c2)CC1)S(=O)(=O)c1cnc[nH]1	1	-1	6	1	9	-1.9	6	5	-2
COc1ccccc1NC(=O)C1C2CCCCC21 (configuration not stated)	4	-2	2	-5	5	1.2	1	5	-4
CNC(=O)C1CC(=O)N(c2ccc(C)cc2)C1 (configuration not stated)	-6	4	7	11	5	-3.8	3	2	-4
COc1cc(C=O)ccc1OCCSc1ccc(C)cc1	-1	-1	1	10	6	0.0	-6	4	0
Cc1ccc(OCCC(=O)OCC(=O)NCCc2ccccc2)cc1	-1	-2	0	10	7	-0.3	4	1	2
O=C(COC(=O)c1cc(Cl)ccc1O)NCCNC(=O)COC(=O)c1cc(Cl)ccc1O	-1	-2	15	-15	0	-2.0	1	1	-2
Cn1c(CNC(=O)c2ccccc2)nnc1SCC(=O)N1CCN(c2ccccc2)CC1	-1	-3	9	2	-3	-1.2	2	-1	-1
Cc1ccc(-c2nnn(C(C)C(=O)N3c4ccccc4CCc4ccccc43)n2)cc1 (configuration not stated)	-5	1	2	8	4	-2.3	-6	8	-1
CC(C)(C)OC(=O)N1CCNc2ccccc2C1	2	4	14	-1	-3	-0.3	-2	8	-6
O=C(CC(NCc1ccccn1)C(=O)O)Nc1ccccc1Cl (configuration not stated)	-3	2	-2	3	5	1.8	1	-1	4
CCCc1nnc(NC(=O)CCC(=O)Nc2ccc(Br)cc2)s1	1	-2	7	4	6	2.3	-1	3	-1
Cc1nn(-c2ccccc2)c(Cl)c1/C=C/C(=O)c1ccccc1	-4	0	-9	-5	-3	0.7	-4	-3	2
CC(Oc1ccc(Br)cc1)C(=O)N1CCc2ccccc21 (configuration not stated)	-6	-7	0	-3	-6	1.4	7	1	-5
O=C(CNCC1CCCO1)Nc1ccccc1N1CCOCC1 (configuration not stated)	0	-4	-4	-4	0	-0.8	1	0	-4
CC1CCCCN1CCNC(=O)c1ccc2c(c1)N(Cc1cccc(Cl)c1)C(=O)c1ccccc1S2=O (configuration not stated)	-5	-2	2	5	-9	0.0	-4	1	2
COc1ccc(C(=O)NCCNc2ncc(C(F)(F)F)cc2Cl)cc1[N+](=O)[O-]	4	-2	-3	5	-3	-3.2	-2	3	-1

Structures above printed as active in Bcl-xL primary:
| molecule | PAD4 FP inh | MCL1-BIM inh | GLD-1 TGE inh | MEX-5 binding | PME-1 inh | Bcl-xL primary | TPT1 inh |
| --- | --- | --- | --- | --- | --- | --- | --- |
| COc1cc2c3nnc(-c4ccc(F)cc4)c-3cn(Cc3ccc(F)cc3)c2cc1OC | -12 | 58* | -11 | ? | 2 | 72* | 11 |
| Cc1nc2nc(-c3cccs3)cn2nc1C | 6 | 113* | 72* | -11 | 3 | 106* | -59 |

Screening results from PubChem BioAssay.
